TLR9-MyD88 block – inhibitors of TLR9-MyD88 association in cells, primary screen, cell-based, CHO, BLA complementation, fluorescence | Toll-like receptor 9 (Homo sapiens) + Myeloid differentiation primary response protein … | AID 504734, 2011 | hit rate 0.21% among 340,000 | CCF4 FRET ratio | inhibition, % at 4.98 µM;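 active means inhibition above the mean over all tested compounds plus 3 SD, cut at about 21% in these data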;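 further: 0% = DMSO only wells and 100% = clavulanate BLA inhibitor control wells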
COUP-TFII inh – NR2F2 transcriptional activity inhibitors, primary screen, cell-based, luciferase reporter, HEK293T, luminescence; HEK293T NGFI-A luciferase reporter; inhibition, % at 8.6 µM; hit rate 0.7% among 370,000; AID 686940, 2013;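 active means inhibition above a per-plate cutoff, mean inhibition of test wells between control levels plus 3 SD, cut at about 38% in these data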;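 further: cells cotransfected with COUP-TFII expression vector driving the NGFI-A reporter; 0% = median of COUP-TF2 test wells and 100% = reporter-only cells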
NOD2-RIPK2 inh – NOD2-RIPK2 binding disruptors in cells, primary screen, fluorescence, CHO cells, BLA complementation | inhibition, % at 4.98 µM | hit rate 0.38% among 360,000 | CCF4 ratio; in the data active means inhibition above about 21%;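 further: 0% = vehicle only and 100% = reference blocker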
MC4R antagonist – MC4R antagonists of cAMP signaling, primary screen, cell-based, TR-FRET, antagonist arm of biased-ligand search; Melanocortin receptor 4 (Homo sapiens), P32245; MC4R-expressing cells, MTII-stimulated cAMP, LANCE TR-FRET; inhibition, % at 6.5 µM; hit rate 0.48% among 360,000; AID 540295, 2011;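 active means inhibition above its plate's cutoff, the mean of tested wells on that plate plus 3 SD, cut at about 29% in these data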;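 further: 0% = Melanotan II alone and 100% = Melanotan II plus saturating MCL0020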
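Test system: U2OS cells stably expressing human melanocortin 4 receptor (MC4R); also added: Melanotan II challenge; compound: 6.5 µM single dose; timing: 30-min compound preincubation, 1-h Melanotan II challenge, 1-h detection, room temperature; signal: Eu-cAMP/anti-cAMP TR-FRET, emission 671 nm; repeats: one well per compound, no replicates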
NCOA2 inhibitor – inhibition of GAL4-SRC2 driven luciferase reporter, primary screen, SRC2 inhibitor project, cell-based, luminescence; Nuclear receptor coactivator 2 (Homo sapiens), Q15596; HEK293 GAL4-SRC2 luciferase reporter; inhibition, % at 9 µM; hit rate 0.17% among 370,000; AID 651957, 2012;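 active means inhibition above the mean inhibition of all tested compounds plus 3 SD, set per campaign, cut at about 52% in these data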;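 further: 0% = DMSO treated cells and 100% = cells given Gossypol at 36 µM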
LRH-1 inv ag – LRH-1 (NR5A2) inverse agonists, primary screen, cell-based, luminescence, HEK293T, StAR-luciferase reporter; Nuclear receptor subfamily 5 group A member 2 (Homo sapiens), O00482; LRH-1 transfected, 24 h; inhibition, % at 3.6 µM; hit rate 0.13% among 360,000;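 active means inhibition above the mean inhibition of all tested compounds plus 3 SD, cut at about 73% in these data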;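 further: 0% = DMSO wells and 100% = reporter-only cells lacking LRH-1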
ABHD5-PLIN5 inh – ABHD5-PLIN5 interaction inhibitors, primary screen, cell lysate, split luciferase complementation, luminescence; Split G. princeps luciferase complementation, 4 h; inhibition, % at 4 µM; AID 602281, 2012; hit rate 0.78% among 360,000;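 active means inhibition above the mean inhibition across every tested compound plus 3 SD, cut at about 22% in these data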;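 further: 0% = DMSO only wells and the 100% control is not disclosed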
Target sequence (Q00G26 whole entry, looked up): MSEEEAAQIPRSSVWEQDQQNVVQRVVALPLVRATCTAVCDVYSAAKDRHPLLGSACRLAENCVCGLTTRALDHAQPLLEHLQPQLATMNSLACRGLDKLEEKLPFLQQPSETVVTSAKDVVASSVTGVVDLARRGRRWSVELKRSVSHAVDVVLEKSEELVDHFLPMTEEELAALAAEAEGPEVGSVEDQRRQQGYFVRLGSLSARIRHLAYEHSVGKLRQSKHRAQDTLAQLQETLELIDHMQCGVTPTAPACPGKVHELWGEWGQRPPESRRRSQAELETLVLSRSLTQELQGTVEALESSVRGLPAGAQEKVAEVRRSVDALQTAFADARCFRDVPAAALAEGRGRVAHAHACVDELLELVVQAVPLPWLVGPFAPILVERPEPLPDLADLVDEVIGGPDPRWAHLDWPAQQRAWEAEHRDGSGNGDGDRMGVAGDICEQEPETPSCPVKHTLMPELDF
Target sequence (Q8WTS1 whole entry, looked up): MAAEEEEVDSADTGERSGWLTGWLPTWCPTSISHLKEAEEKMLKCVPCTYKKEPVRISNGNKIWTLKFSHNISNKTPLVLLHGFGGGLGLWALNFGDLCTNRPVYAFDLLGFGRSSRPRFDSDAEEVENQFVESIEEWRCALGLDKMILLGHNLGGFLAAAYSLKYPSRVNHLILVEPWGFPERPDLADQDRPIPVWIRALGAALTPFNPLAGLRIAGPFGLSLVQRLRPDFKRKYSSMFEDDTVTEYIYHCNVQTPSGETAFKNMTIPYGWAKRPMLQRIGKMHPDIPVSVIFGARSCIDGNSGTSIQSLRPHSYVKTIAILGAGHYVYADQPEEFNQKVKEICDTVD
EBV LMP1 NFkB – EBV LMP1-driven NF-kappaB luciferase reporter inhibitors, primary screen, cell-based, luminescence, single point; LMP1-induced NF-kappaB luciferase reporter cells; inhibition, % at 12.5 µM; hit rate 0.69% among 350,000; AID 504558, 2011; in the data active means inhibition above about 41%;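 further: 0% = neutral control wells and 100% = reference inhibitor control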
NCOA1 inh – SRC1 coactivator transcriptional activity inhibitors, primary screen, cell-based, luminescence | Nuclear receptor coactivator 1 (Homo sapiens), Q15788 | HEK293 GAL4-SRC1 luciferase reporter | inhibition, % at 3.6 µM | hit rate 0.12% among 360,000 | AID 588354, 2011;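 active means inhibition above the campaign mean plus 3 SD, with each screening campaign given its own cutoff, cut at about 60% in these data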;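 further: 0% = DMSO treated cells and 100% = gossypol at 36 µM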
MC4R barr agon – MC4R agonists recruiting beta-arrestin, primary screen, cell-based, luminescence, agonist arm of biased-ligand search; U2OS MC4R beta-arrestin complementation; percent of melanotan II response, DMSO zero; Melanocortin receptor 4 (Homo sapiens), P32245; activation, % at 8.9 µM; hit rate 0.98% among 360,000; AID 540308, 2011;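 active means activation above a per-plate cutoff, the mean activation of sample wells on that plate plus 3 SD, cut at about 8% in these data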
SRC3 inh – SRC3 coactivator transcriptional activity inhibitors, primary screen, cell-based, luminescence; HEK293 GAL4-SRC3 luciferase reporter; Nuclear receptor coactivator 3 (Homo sapiens), Q9Y6Q9; hit rate 0.17% among 360,000; inhibition, % at 3.6 µM;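 active means inhibition above a per-campaign cutoff, the mean of all compounds plus 3 SD, cut at about 60% in these data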;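 further: 0% = DMSO-treated cells and 100% = gossypol-treated cells at 36 µM; higher means less SRC3-driven luciferase light from the GAL4 reporter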
Starred values were filed as active, the others as inactive. Some of the compounds tested; the hit share may differ from the screen's.

For CCOc1ccc(C(C#N)N2CCOCC2)cc1OC (configuration not stated) the results were TLR9-MyD88 block 3, COUP-TFII inh 14, NOD2-RIPK2 inh 1, MC4R antagonist -6, NCOA2 inhibitor -16, LRH-1 inv ag -8, ABHD5-PLIN5 inh 3, EBV LMP1 NFkB -11, NCOA1 inh 1, MC4R barr agon -0.4 and SRC3 inh 2.
For C[C@H]1CCCCO[C@H](CN(C)Cc2ccc(C(=O)O)cc2)[C@@H](C)CN([C@@H](C)CO)C(=O)c2cc(NS(=O)(=O)c3cn(C)cn3)ccc2O1 the results were TLR9-MyD88 block -2, COUP-TFII inh -1, NOD2-RIPK2 inh 3, MC4R antagonist -1, NCOA2 inhibitor -8, LRH-1 inv ag -2, ABHD5-PLIN5 inh 0, EBV LMP1 NFkB 0, NCOA1 inh -14, MC4R barr agon -0.3 and SRC3 inh -6.
`Cn1ccnc1C(=O)c1cc(=O)c2ccccc2o1` gave TLR9-MyD88 block 4, COUP-TFII inh 11, NOD2-RIPK2 inh 4, MC4R antagonist 3, NCOA2 inhibitor -9, LRH-1 inv ag -5, ABHD5-PLIN5 inh 4, EBV LMP1 NFkB -16, NCOA1 inh -33, MC4R barr agon 2.5 and SRC3 inh -13.
Cc1cc(C)c2c(c1)cc(C)c1nnc(SCC(=O)Nc3ccc(S(=O)(=O)N4CCCCC4)cc3)n12 was read as TLR9-MyD88 block -6, COUP-TFII inh 8, NOD2-RIPK2 inh 1, MC4R antagonist 19, NCOA2 inhibitor 13, LRH-1 inv ag -5, ABHD5-PLIN5 inh -17, EBV LMP1 NFkB -4, NCOA1 inh -23, MC4R barr agon -1.8 and SRC3 inh 6.
`COc1ccc(CN(C)CC(=O)NC(=O)NCc2ccccc2)cc1OC` gave TLR9-MyD88 block -2, COUP-TFII inh 0, NOD2-RIPK2 inh -8, MC4R antagonist 7, NCOA2 inhibitor 14, LRH-1 inv ag -3, ABHD5-PLIN5 inh 2, EBV LMP1 NFkB 4, NCOA1 inh 3, MC4R barr agon -0.8 and SRC3 inh 4.
For O=C(O)CC(NS(=O)(=O)c1c(F)cc(F)cc1Br)c1ccccc1Cl (configuration not stated) the results were TLR9-MyD88 block 4, COUP-TFII inh 7, NOD2-RIPK2 inh 1, MC4R antagonist 7, NCOA2 inhibitor 20, LRH-1 inv ag 3, ABHD5-PLIN5 inh -2, EBV LMP1 NFkB 1, NCOA1 inh 2, MC4R barr agon -1.9 and SRC3 inh 11.
Screening CN(C)C(/C=C/Nc1ccc(C#N)cc1)=C(C#N)C#N returned TLR9-MyD88 block -6, COUP-TFII inh 2, NOD2-RIPK2 inh 5, MC4R antagonist 7, NCOA2 inhibitor -5, LRH-1 inv ag -6, ABHD5-PLIN5 inh 0, EBV LMP1 NFkB -1, NCOA1 inh 4, MC4R barr agon -0.8 and SRC3 inh 15.
For COCCCNC(=O)c1c(N)n(-c2ccc(S(N)(=O)=O)cc2)c2nc3ccccc3nc12 the results were TLR9-MyD88 block -3, COUP-TFII inh -10, NOD2-RIPK2 inh -7, MC4R antagonist 14, NCOA2 inhibitor -13, LRH-1 inv ag 27, ABHD5-PLIN5 inh 15, EBV LMP1 NFkB -2, NCOA1 inh 4, MC4R barr agon -2.1 and SRC3 inh 18.
For COC(=O)/C=C/C(=O)N1CCN(c2ccccc2)CC1 the results were TLR9-MyD88 block 5, COUP-TFII inh -5, NOD2-RIPK2 inh -2, MC4R antagonist 16, NCOA2 inhibitor -10, LRH-1 inv ag 18, ABHD5-PLIN5 inh 0, EBV LMP1 NFkB -2, NCOA1 inh -11, MC4R barr agon -2.3 and SRC3 inh 13.
`CC(NC(=O)CNC(=O)c1sc2ccccc2c1Cl)c1cccnc1` (configuration not stated) gave TLR9-MyD88 block 3, COUP-TFII inh -6, NOD2-RIPK2 inh 3, MC4R antagonist -2, NCOA2 inhibitor -33, LRH-1 inv ag -1, ABHD5-PLIN5 inh 0, EBV LMP1 NFkB 3, NCOA1 inh -14, MC4R barr agon 3.2 and SRC3 inh 4.
`O=C(c1ccc(-c2cccc(C(F)(F)F)c2)o1)N1CCOCC1` gave TLR9-MyD88 block -5, COUP-TFII inh -50, NOD2-RIPK2 inh 6, MC4R antagonist 16, NCOA2 inhibitor -23, LRH-1 inv ag -70, ABHD5-PLIN5 inh -1, EBV LMP1 NFkB -19, NCOA1 inh -97, MC4R barr agon 0.2 and SRC3 inh -28.
CC(=O)c1sc(NC(=O)COc2ccc(Cl)cc2Cl)nc1C was read as TLR9-MyD88 block -3, COUP-TFII inh -10, NOD2-RIPK2 inh -4, MC4R antagonist 10, NCOA2 inhibitor -52, LRH-1 inv ag -14, ABHD5-PLIN5 inh 5, EBV LMP1 NFkB -5, NCOA1 inh -14, MC4R barr agon -2.1 and SRC3 inh -10.
`Nc1ncc(-n2cncn2)c(-c2ccc(Cl)cc2)n1` gave TLR9-MyD88 block -5, COUP-TFII inh 8, NOD2-RIPK2 inh -10, MC4R antagonist 0, NCOA2 inhibitor 10, LRH-1 inv ag 5, ABHD5-PLIN5 inh -2, EBV LMP1 NFkB 6, NCOA1 inh 22, MC4R barr agon -1.5 and SRC3 inh -8.
Screening CCSc1nc2c(c(=O)n1CC)SC(C)C2 (configuration not stated) returned TLR9-MyD88 block 3, COUP-TFII inh -8, NOD2-RIPK2 inh -7, MC4R antagonist 8, NCOA2 inhibitor -22, LRH-1 inv ag 9, ABHD5-PLIN5 inh -1, EBV LMP1 NFkB 5, NCOA1 inh 7, MC4R barr agon 0.0 and SRC3 inh 10.
Screening CCOC(=O)Nc1ccc2c(c1)C(=NNC(=S)NC)c1ccccc1-2 returned TLR9-MyD88 block -8, COUP-TFII inh -9, NOD2-RIPK2 inh -3, MC4R antagonist 13, NCOA2 inhibitor -64, LRH-1 inv ag 31, ABHD5-PLIN5 inh -3, EBV LMP1 NFkB -63, NCOA1 inh -51, MC4R barr agon -3.4 and SRC3 inh -46.
C#CCOc1coc(COC(=O)c2ccccc2)cc1=O was read as TLR9-MyD88 block 2, COUP-TFII inh -7, NOD2-RIPK2 inh -6, MC4R antagonist 13, NCOA2 inhibitor -31, LRH-1 inv ag -15, ABHD5-PLIN5 inh -4, EBV LMP1 NFkB -7, NCOA1 inh -8, MC4R barr agon 1.1 and SRC3 inh -21.
For COC(=O)C1CCN(C(=O)c2ccc(Cl)c(S(=O)(=O)NCc3ccco3)c2)CC1 the results were TLR9-MyD88 block -8, COUP-TFII inh 22, NOD2-RIPK2 inh -1, MC4R antagonist -4, NCOA2 inhibitor -1, LRH-1 inv ag -2, ABHD5-PLIN5 inh -3, EBV LMP1 NFkB -4, NCOA1 inh 2, MC4R barr agon -3.2 and SRC3 inh 0.
Screening COc1ccc(CCNC2=CC(=O)N(c3ccc(F)cc3)C2=O)cc1 returned TLR9-MyD88 block -1, COUP-TFII inh 6, NOD2-RIPK2 inh -1, MC4R antagonist -3, NCOA2 inhibitor 14, LRH-1 inv ag -13, ABHD5-PLIN5 inh 5, EBV LMP1 NFkB 5, NCOA1 inh -19, MC4R barr agon 1.9 and SRC3 inh 8.
For O=C(OCc1ccc(COC(=O)c2ccccn2)cc1)c1ccccn1 the results were TLR9-MyD88 block 7, COUP-TFII inh 10, NOD2-RIPK2 inh -1, MC4R antagonist 4, NCOA2 inhibitor 0, LRH-1 inv ag -7, ABHD5-PLIN5 inh -8, EBV LMP1 NFkB 6, NCOA1 inh 17, MC4R barr agon -0.7 and SRC3 inh -1.
`Cc1ccc(C(=O)Nc2ccc(O)cc2C(=O)O)cc1C` gave TLR9-MyD88 block 2, COUP-TFII inh -2, NOD2-RIPK2 inh -6, MC4R antagonist 4, NCOA2 inhibitor 9, LRH-1 inv ag 12, ABHD5-PLIN5 inh 7, EBV LMP1 NFkB 28, NCOA1 inh 5, MC4R barr agon 1.6 and SRC3 inh 4.
Screening CCOc1ccc2nc(N(Cc3ccccc3)C(=O)CCNC(C)=O)sc2c1 returned TLR9-MyD88 block 5, COUP-TFII inh -19, NOD2-RIPK2 inh -1, MC4R antagonist -8, NCOA2 inhibitor -26, LRH-1 inv ag 7, ABHD5-PLIN5 inh 7, EBV LMP1 NFkB 0, NCOA1 inh 1, MC4R barr agon -2.0 and SRC3 inh -19.
Screening NC(=O)c1ccc(C2SCC(=O)N2Cc2ccccc2)cc1 (configuration not stated) returned TLR9-MyD88 block -2, COUP-TFII inh -1, NOD2-RIPK2 inh -1, MC4R antagonist 2, NCOA2 inhibitor -12, LRH-1 inv ag -3, ABHD5-PLIN5 inh -3, EBV LMP1 NFkB -8, NCOA1 inh -2, MC4R barr agon -1.9 and SRC3 inh -21.
Screening COc1ccc(-c2noc(C3CCCN(C(=O)c4cccs4)C3)n2)cc1 (configuration not stated) returned TLR9-MyD88 block -2, COUP-TFII inh -19, NOD2-RIPK2 inh -3, MC4R antagonist 10, NCOA2 inhibitor -25, LRH-1 inv ag -14, ABHD5-PLIN5 inh 6, EBV LMP1 NFkB 4, NCOA1 inh -8, MC4R barr agon -0.5 and SRC3 inh -19.
`CSC(=NNC(=O)c1ccccc1O)SC` gave TLR9-MyD88 block 3, COUP-TFII inh -2, NOD2-RIPK2 inh 2, MC4R antagonist -1, NCOA2 inhibitor 15, LRH-1 inv ag -12, ABHD5-PLIN5 inh -2, EBV LMP1 NFkB 4, NCOA1 inh -7, MC4R barr agon -1.8 and SRC3 inh 8.
For CN1CCN(S(=O)(=O)c2ccc(=O)[nH]c2)CC1 the results were TLR9-MyD88 block 0, COUP-TFII inh 2, NOD2-RIPK2 inh -15, MC4R antagonist 5, NCOA2 inhibitor 15, LRH-1 inv ag -4, ABHD5-PLIN5 inh 0, EBV LMP1 NFkB -6, NCOA1 inh 14, MC4R barr agon -1.4 and SRC3 inh 17.

Compound activity from PubChem.
